High-throughput results (PubChem)
TDP43 rescue: qHTS of TDP-43 Inhibitors; 410,000 compounds, 1.8% hits; TDP-43 expressing yeast growth rescue, BacTiter-Glo, 24 h; Potency, µM (series often up to 46.1 µM), without a hit: at the highest dose growth rescue (activation), actives largely listed as activators; also: potency is read from the fitted curve at half-maximal effect; % of control where 0% means no effect; nearly all actives have a fitted effect of over 50% in size
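Luminescence from BacTiter-Glo reports growth of TDP-43-expressing yeast after 24 hr at 30 deg C with compound. Cells were raffinose-pregrown to mid-log, then seeded in galactose medium at OD600=0.02.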
HEK293 tox: qHTS of GLP-1 Receptor Inverse Agonists: Cytotox Screen | HEK293 cAMP-luciferase reporter cells, luminescence, 24 h | Potency, µM (titrated, usually from 38.3 µM), without a hit: at the top dose activity change, negative = inhibition, hits mostly inhibitors | 410,000 compounds, 0.13% hits;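 also: loss of luciferase light is scored as toxicity; potency is read from the fitted curve at half-maximal effect; % is scaled to controls: 0 for no effect and ±100 for the full control effect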
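Compound-treated cells are incubated 24 hr at 37 deg C under 5% CO2 after a 12 hour attachment period, then luciferase detection reagent is added and luminescence is measured following 12 min at room temperature; lowered signal indicates toxicity.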
aSyn yeast inh: qHTS of alpha-syn Inhibitors; Potency, µM (series often up to 46.1 µM), inactives show at the top dose growth rescue (activation), hits mostly activators; 370,000 compounds, 0.14% hits; Yeast expressing alpha-synuclein, growth rescue, BacTiter-Glo, 24 h; AID 652106, 2013; also: potency is read from the fitted curve at half-maximal effect; % of control where 0% means no effect; nearly all actives have a fitted effect of over 65% in size
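Readout is rescue of growth in alpha-synuclein-expressing yeast, so inhibitors of toxicity appear as activators. Growth after 24 hr at 30 deg C in galactose medium is quantified by luminescence.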
Abeta yeast res: qHTS for compounds that reverse cellular toxicity of Amyloid beta (A-beta) peptide in yeast: Primary Screen; 410,000 compounds, 0.063% hits; yeast expressing A-beta42, growth rescue, OD600, 48 h; response scale: 0% DMSO, 100% iron-clioquinol control; AID 1347071, 2019; Potency, µM (series often up to 46.1 µM), for the others: at the top dose growth rescue, most hits filed as activators; also: potency is read from the fitted curve at half-maximal effect; nearly all actives have a fitted effect of over 55% in size
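Growth rescue measured by 600 nm absorbance after 48 h yeast culture at 30 C with compound. Values normalized between DMSO and an equimolar ferric chloride plus clioquinol control.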
Akt phos inh: HTS Assay for Inhibitors of Akt Phophorylation: Primary Screen. Neuro2A IGF-stimulated pAkt S473 HTRF, 20 min; stronger effect = lower value. activity change, % for hits at 50 µM. 360,000 compounds, 0.32% hits. AID 651550, 2012; in the data active = activity change below about -80%; inconclusive = mostly about -51% to -80%; also: % is scaled to controls: 0 for no effect and ±100 for the full control effect
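Single-point screen (50 µM final compound) in Neuro2A cells stimulated 20 min with 6 nM IGF at 37 deg C. After lysis, Ser473-phosphorylated Akt read by HTRF (ex 330 nm, em 615/665 nm) as the 665/615 ratio.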
MmCpn inh: Inhibitors of TCP-1 ring complex (TRiC) of Methanococcus maripaludis (MmCpn): qHTS; Potency, µM (doses to about 76.9 µM), inactives show at the top dose activity, negative = inhibition, usual class: inhibitors; AID 504842, 2011; 330,000 compounds, 0.031% hits; Chaperonin Mm-Cpn (Methanococcus maripaludis); purified Mm-Cpn ATPase, ADP Transcreener TR-FRET; also: potency is read from the fitted curve at half-maximal effect; % is scaled to controls: 0 for no effect and ±100 for the full control effect; nearly all actives have a fitted effect of over 80% in size
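Compound-treated chaperonin, 25 nM final, turns over 10 uM ATP at 37°C for 30 min following a 10 min preincubation; ADP generated competes with ADP-d2 for Eu-cryptate antibody, lowering FRET.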
GLP1R inv ag: qHTS of GLP-1 Receptor Inverse Agonists (Inhibition Mode). Glucagon-like peptide 1 receptor (Homo sapiens), P43220. HEK293 GLP-1R CRE-luciferase, luminescence, 24 h; GLP-1R form is constitutively active. Potency, µM (titrated, usually from 38.3 µM), for inactives: at the highest dose activity change, negative = inhibition, actives largely listed as inhibitors. 410,000 compounds, 1.6% hits. AID 624417, 2012; also: potency is read from the fitted curve at half-maximal effect; % is scaled to controls: 0 for no effect and ±100 for the full control effect; nearly all actives have a fitted effect of over 55% in size
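Inverse agonism was detected as reduced cAMP-driven luciferase luminescence after 24 h compound treatment. The cells were HEK293 clones expressing constitutively active human GLP-1R with the reporter. Reporter-only and GPR119 cell lines served as counterscreen controls.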
PTHR1 ag: qHTS for PTHR1 Agonists: Primary Screen; Potency, µM (series often up to 115 µM), without a hit: at the highest dose activation, most hits filed as activators; HEK293 GP2 PTHR1 cells, GloSensor cAMP luminescence, 1 h; 410,000 compounds, 0.075% hits; also: potency is read from the fitted curve at half-maximal effect; nearly all actives have a fitted effect of over 55% in size; some results filed as inactive show a strong effect at the top dose; inactives centre near -15; many of its hits are not listed in these tables
Target sequence (Q03431 whole entry, looked up): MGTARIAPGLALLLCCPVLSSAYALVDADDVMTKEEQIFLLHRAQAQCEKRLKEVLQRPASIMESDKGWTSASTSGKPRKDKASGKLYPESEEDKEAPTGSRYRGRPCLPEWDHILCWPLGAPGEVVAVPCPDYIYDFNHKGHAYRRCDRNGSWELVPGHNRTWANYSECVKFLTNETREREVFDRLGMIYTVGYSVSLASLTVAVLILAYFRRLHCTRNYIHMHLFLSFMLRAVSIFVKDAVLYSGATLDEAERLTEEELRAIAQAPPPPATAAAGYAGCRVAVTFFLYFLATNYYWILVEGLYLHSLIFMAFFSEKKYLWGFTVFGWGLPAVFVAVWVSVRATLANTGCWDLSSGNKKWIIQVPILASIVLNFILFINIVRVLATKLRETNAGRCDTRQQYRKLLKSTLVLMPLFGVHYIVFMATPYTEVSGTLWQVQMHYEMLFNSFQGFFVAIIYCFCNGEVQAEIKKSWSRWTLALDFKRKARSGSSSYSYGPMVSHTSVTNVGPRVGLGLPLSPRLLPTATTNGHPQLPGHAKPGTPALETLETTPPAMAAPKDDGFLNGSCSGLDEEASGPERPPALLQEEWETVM
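HEK-293-derived GP2 cells expressing PTHR1 and a GloSensor cAMP reporter, 3,000/well, plated overnight, given luciferin plus IBMX (each 0.5 mM as added) for 1 h at 37 °C, then compound for 1 h at 37 °C. Luminescence was read after 15 min at room temperature.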
FUS yeast rescue: qHTS for Suppressors of FUS Proteinopathy: Primary screen using FUS-linked yeast assay; 390,000 compounds, 0.24% hits; S. cerevisiae FUS-expressing, growth rescue, OD600, 24 h; Potency, µM (doses to about 76.6 µM), for the others: at the highest dose growth rescue (activation), hits mostly activators;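 also: potency is read from the fitted curve at half-maximal effect; plate controls were DMSO vehicle for no effect and reference control for full effect; nearly all actives have a fitted effect of over 55% in size; some results filed as inactive show a strong effect at the top dose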
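Compound concentration series was pinned onto galactose-induced FUS-expressing yeast seeded at OD 0.005. Plates sat 24hr at 30C; absorbance at 600 nm gave growth. DMSO served as background control.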
* marks the source's active call; other numbers are inactive results; i = inactive; ? = inconclusive; · = no result given; [ ] = dose if it differs, or a comment. Unless noted, calls follow the shape of the dose curve; as a rule, active = well fitted curve in the direction sought with a large enough effect; inconclusive = small, poorly fitted or top-dose-only effect, or another doubt; inactive = no such curve, though single readings can be large; an effect the other way counts as inactive or inconclusive. The list is partial, so the mix of outcomes need not match the whole.

compound | TDP43 rescue | HEK293 tox | aSyn yeast inh | Abeta yeast res | Akt phos inh | MmCpn inh | GLP1R inv ag | PTHR1 ag | FUS yeast rescue
CN(C(=O)c1cccc(NC(=O)C2CCCN(C(=O)OC(C)(C)C)C2)c1)C1CCC1 (configuration not stated) | -14% | -2% | 0% | -4% | i | 0% | 1% | -63%[inhibitor] | 37%
COC(=O)Cn1ncc2c3ccccc3n(C)c2c1=O | 17% | -5% | -3% | -1% | i | 1% | 14% | -16%[57.5 µM] | 5%
COc1ccc2nc(NC(=O)C3=NN(c4ccccc4)C(=O)CC3)sc2c1 | ? | -7% | 4% | -3% | i | -2% | 16% | -9% | ?
CCCOc1cccc(C(=O)N(Cc2cc(OC)c(OC)c(OC)c2)C2CCS(=O)(=O)C2)c1 (configuration not stated) | 16% | -1% | · | -14% | · | · | -8% | i | 24%
COc1cccc(CNC(=O)CCNC(=O)N2CC(=O)Nc3ccccc32)c1 | 15% | 7% | 18% | 4% | i | · | 16% | -9% | -14%
CN(C)c1ccc(C2(O)C(=O)c3ccccc3C2=O)cc1 | -6% | -2% | 3% | 6% | i | 1% | 15% | i | -1%
CC(=O)N1CC=CC1(C)C(=O)NCc1cc(F)cc(C(F)(F)F)c1 (configuration not stated) | 15% | -1% | 6% | 4% | i | 3% | 5% | i | -30%
Clc1ccc(-c2c[nH]c3ccccc23)nn1 | -5% | 11% | 0% | 9% | i | -1% | 11% | -9% | 18%
OC1CCCC1NCc1ccnc2cc(Cl)ccc12 (configuration not stated) | -4% | -2% | -4% | -2% | i | · | ? | -14% | 30%
O=c1[nH]cnc2c1ncn2[C@@H]1C[C@@H](O)[C@H](CO)O1 | 7% | 3% | -8% | 11% | i | 1% | 7% | i | -8%
COc1ccc(CC(N)c2csc(NC(=O)NC(c3ccccc3)c3ccccc3)n2)cc1 (configuration not stated) | 27% | -5% | -19% | 11% | i | · | -8% | -23% | ?
COCCn1c(SCC(=O)NC2CCCCC2C)nc2ccccc2c1=O (configuration not stated) | 6% | -11% | 2% | 2% | i | -1% | -6% | -16% | -1%
COc1cc(-c2nnc(-c3ccccc3)o2)cc(OC)c1OC | 18% | -1% | -11% | -20% | i | -1% | 58% | -2%[57.5 µM] | 5%
CCOC(=O)c1c(NC(=O)C(C)OC(=O)c2ccc(NC(=O)CC#N)cc2)sc2c1CCCC2 (configuration not stated) | ? | -1% | 7% | 13% | i | -5% | -23% | -6% | 31%
Oc1oc(-c2ccco2)nc1C=Nc1cccc(Cl)c1 | 28% | -14% | -12% | -8% | i | 0% | 8% | -1%[57.5 µM] | 20%
CN(C)c1ccc(N/C=C/C(=O)c2ccc(F)cc2)cc1 | -17% | -28% | -1% | -13% | i | -24% | ? | -20% | 36%
Cc1oc(-c2cc(F)ccc2F)nc1CN1CCN(C)C(=O)[C@@H]1C | 1%[0.397 µM] | 0% | 0% | 2% | i | ? | 6% | i | 1%
COc1cc(OC)c(OC)cc1/C=C/c1nc2cc3ccccc3cc2c(=O)n1-c1ccc(Cl)cc1 | 25% | -1% | · | 5% | · | · | ? | -6% | -2%
CN(C(=O)CN1CCN(c2cc(-c3ccc(OCc4ccccc4)cc3)ncn2)CC1)c1ccccc1 | 14% | -9% | 16% | 6% | i | · | ? | -60%[inhibitor] | 10%
Cc1cccn2c(N)c(-c3ccccc3)nc12 | 4% | 1% | -1% | 14% | i | -6% | 3% | i | 9%
COc1ccc(CN2C(=O)C(O)(CC(=O)c3ccc4c(c3)OCO4)c3ccccc32)cc1OC (configuration not stated) | -15% | -22% | -10% | 14% | i | 1% | 2% | -35%[inhibitor] | ?
CCOC(=O)c1ccc(NC(=O)c2c(N3CCCC3=O)c3cc(OC)ccc3n2C)cc1 | ? | 6% | -24% | -25% | · | · | 5% | i | 2%
CC(C)(C)NC(=O)/C(=C/c1cccnc1)NC(=O)c1ccco1 | 10% | -13% | 0% | -1% | i | 3% | 0% | i | -8%
CCC(=O)Nc1ccc(C(=O)Nc2ccc3c(c2)OCO3)cc1 | -4% | 13% | 7% | -12% | i | -5% | -2% | i | 4%

(next part)
canonical_smiles	TDP43 rescue	HEK293 tox	aSyn yeast inh	Abeta yeast res	Akt phos inh	MmCpn inh	GLP1R inv ag	PTHR1 ag	FUS yeast rescue
Cc1ccnc(NC(=O)CCN2C(=O)c3ccccc3S2(=O)=O)n1	0%	13%	0%	-16%	i	2%	0%	-19%	7%
O=C(Nc1cccnc1)c1cc(-c2cc(Cl)ccc2O)n[nH]1	8%	-15%	-2%	·	i	0%	11%	-7%	10%
Cc1ccc(Cc2nnc(SCC(=O)Nc3c(C)cccc3C)[nH]c2=O)cc1	9%	6%	-1%	-1%	i	0%	9%	i	13%
CN(C)c1ccc(-c2nnn(CC(=O)N3c4ccccc4CCc4ccccc43)n2)cc1	-16%	-3%	13%	28%	i	-29%	6%	i	20%
O=C(CC[C@H]1O[C@@H](n2ccc(=O)[nH]c2=O)[C@H](O)[C@@H]1O)N[C@H](Cc1ccccc1)C(=O)NCc1cccs1	20%	4%	-5%	-11%	i	·	32%[activator]	-14%	-8%
CCC1(CC)NC(=O)N(CC(=O)OC(C)C(=O)Nc2cc([N+](=O)[O-])ccc2OC)C1=O (configuration not stated)	7%	0%	0%	7%	i	-1%	8%	-23%	·
CC1(N(O)/C=C2\C=CC=CC2=O)CCCCC1=O (configuration not stated)	-15%	0%	3%	16%	i	0%	44%[activator]	?	-30%
Cc1nnc2n(c1=O)N=C(c1ccc(Cl)cc1)CS2	23%	4%	-1%	14%	i	2%	4%	i	-3%
CCCN1CCN(C(=O)c2cc3c(s2)-c2ccccc2OC3)CC1	4%	-10%	1%	-24%	i	-17%	?	-13%	-7%
Cc1ccc(C(=O)N(c2c(C)n(C)n(-c3ccccc3)c2=O)C(C)C)cc1	-18%	-1%	9%	-4%	i	-1%	0%	-4%[57.5 µM]	-12%
Cc1ccc(-n2nnc3c(SCC(=O)NCC4CCCO4)ncnc32)cc1 (configuration not stated)	-9%	-5%	-1%	4%	·	-1%	-7%	-13%[57.5 µM]	-5%
COC(=O)c1ccc(CSc2nc(-c3ccccc3)cs2)o1	16%	4%	-7%	-22%	i	1%	0%	-8%[57.5 µM]	3%

Brought forward from above: two compounds, then new ones.
canonical_smiles	TDP43 rescue	HEK293 tox	aSyn yeast inh	Abeta yeast res	Akt phos inh	MmCpn inh	GLP1R inv ag	PTHR1 ag	FUS yeast rescue
Cc1ccc(-n2nnc3c(SCC(=O)NCC4CCCO4)ncnc32)cc1 (configuration not stated)	-9%	-5%	-1%	4%	·	-1%	-7%	-13%[57.5 µM]	-5%
COC(=O)c1ccc(CSc2nc(-c3ccccc3)cs2)o1	16%	4%	-7%	-22%	i	1%	0%	-8%[57.5 µM]	3%
O=C(CN1C(=O)C2C3C=CC(C3)C2C1=O)Nc1ccc(C(=O)O)cc1 (configuration not stated)	-4%	1%	3%	7%	i	-1%	0%	-3%	14%
Cn1c(/C(C#N)=C(\O)COc2ccc3ccccc3c2)nc2ccccc21	3%	6%	1%	1%	?	?	2%	-12%[57.5 µM]	-7%
O=[N+]([O-])c1cc(CN(CCO)CCO)ccc1O	-7%	-13%	-1%	21%	i	-1%	23%	i	10%
O=[N+]([O-])c1cccc(Oc2ncccc2[N+](=O)[O-])c1	?	0%	8%	7%	i	·	26%	i	14%
CCOc1ccc(NC(=O)N2CCN(c3nnc(C)c4c(C)n(-c5ccccc5)nc34)CC2)cc1	12%	12%	·	-4%	·	·	3%	-2%	-7%
CCOCCCNC(=O)c1[nH]c(C)c(C(C)=O)c1C	-8%	19%	-1%	8%	i	0%	4%	?	18%
Cc1c(N/C(=N/S(=O)(=O)c2ccccc2)c2ccc(Cl)cc2)c(=O)n(-c2ccccc2)n1C	-6%	9%	-1%	2%	i	2%	4%	-16%	·
O=C(Nc1ccccc1C(=O)OCC(=O)N1CCc2ccccc2C1)c1ccco1	-8%	-6%	-8%	-10%	·	-15%	-17%	-7%[57.5 µM]	?
